Bioassay records from PubChem.
KB-3-1 cytotox: KB-3-1 parental cell cytotoxicity. KB-3-1 viability, CellTiter-Glo ATP luminescence, 72 h. hit rate 1.4% among 400,000. Potency, µM (highest dose often 46.1 µM), for inactives: at the highest dose activity change, negative = cytotoxic, hits mostly cytotoxic. AID 1347075; note: potency is the fitted concentration of half-maximal effect; % is set by controls: 0 for no effect and ±100 for the full control effect; nearly all actives have a fitted effect of over 60% in size
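Parental KB-3-1 viability, qHTS format: 72 h compound exposure, 37 °C; CellTiter-Glo; media-only wells and DMSO plates as controls; concentration-effect fits on corrected data.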
GLP1R cytotox: cytotoxicity in counter-screen for GLP-1R inverse agonists; HEK293 cAMP-luciferase reporter cells, luminescence, 24 h; Potency, µM (doses to about 38.3 µM), for the others: at the top dose activity change, negative = inhibition, usual class: inhibitors; hit rate 0.13% among 410,000;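 note: loss of luciferase light is scored as toxicity; potency is the fitted concentration of half-maximal effect; % is set by controls: 0 for no effect and ±100 for the full control effect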
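Step one: seed cells (200 cells/uL, DMEM with 10% Nu serum, 1% pen-strep). Step two: 12-hour incubation at 37 deg C. Step three: pin 23 nL compound, incubate 24 hr. Step four: add luciferase reagent, read luminescence 12 min later.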
IL-1B inflam inh: inflammasome signaling inhibition, IL-1 beta readout. AID 743279. THP-1 LPS/ATP IL-1B secretion, AlphaLISA, 16 h; stronger effect = lower value. activity change, % at 57.5 µM. hit rate 4.7% among 360,000; in the data active = activity change below about -50%; inconclusive = mostly about -30% to -49%; note: % is set by controls: 0 for no effect and ±100 for the full control effect
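THP-1 cells pretreated 1 hr with compounds (up to 57.5 uM final), then stimulated with LPS (250 ng/mL final) plus ATP (1.25 mM final); secreted IL-1B measured by AlphaLISA after 16 hr, decreased signal indicating inhibition.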
HT1080 IDH1KD tx: kills HT-1080 cells with IDH1 knockdown. HT-1080 IDH1 knockdown viability, ATP luminescence, 48 h. Potency, µM (top dose mostly 46.1 µM), without a hit: at the highest dose activity, negative = toxicity, usual class: cytotoxic. hit rate 2% among 360,000;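 note: potency is the fitted concentration of half-maximal effect; 0% = DMSO wells and -100% = cell-free medium wells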
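Using the IDH1-knockdown HT-1080 line run in the same batch and compound series as the NT line, viability after 48 h at 37 °C was determined by CellTiter-Glo luminescence and expressed as % activity.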
KB-V1 MDR tox: kills drug-selected multidrug resistant KB-V1 cells | Potency, µM (highest dose often 46.1 µM), inactives show at the highest dose activity change, negative = cytotoxicity, most hits filed as cytotoxic | AID 1347076 | hit rate 3.4% among 400,000 | KB-V1 MDR cells viability, CellTiter-Glo, 72 h; note: potency is the fitted concentration of half-maximal effect; % is set by controls: 0 for no effect and ±100 for the full control effect; nearly all actives have a fitted effect of over 60% in size
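Drug-selected KB-V1 cells, grown in DMEM lacking phenol red with 10% FBS, receive compound titrations; after three days at 37 degrees C, surviving cell ATP is quantified by CellTiter-Glo luminescence and responses normalized and curve-fitted.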
DRD3 agonist: D3 dopamine receptor (human) agonism. P35462. D3R DiscoveRx beta-arrestin cells, luminescence, 90 min. max activation, %. hit rate 0.58% among 410,000; in the data active = max activation above about 30%; note: 0% is about no effect; mostly tested at two doses, the higher about 12 µM
Target sequence (P35462 whole entry, looked up): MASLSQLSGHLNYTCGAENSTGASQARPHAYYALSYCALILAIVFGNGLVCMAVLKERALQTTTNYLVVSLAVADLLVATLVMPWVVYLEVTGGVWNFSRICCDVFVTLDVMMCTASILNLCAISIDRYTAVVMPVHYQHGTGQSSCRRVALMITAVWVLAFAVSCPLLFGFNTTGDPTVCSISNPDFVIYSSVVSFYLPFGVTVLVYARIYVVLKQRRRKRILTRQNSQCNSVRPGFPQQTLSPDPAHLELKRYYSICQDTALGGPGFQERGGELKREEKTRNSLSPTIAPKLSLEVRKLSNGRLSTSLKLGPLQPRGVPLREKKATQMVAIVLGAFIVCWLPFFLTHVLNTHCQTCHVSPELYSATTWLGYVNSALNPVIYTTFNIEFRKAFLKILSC
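Agonist-mode cell screen: cells plated at 1500/well and incubated overnight at 37 °C, then exposed to library compounds for 90 min at 37 °C. Detection reagent was added for 30–60 min at room temperature, and luminescence was read.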
SW480 rereplic: DNA re-replication induction in SW480 cells | AID 624297 | Potency, µM (top dose mostly 46.1 µM), for the others: at the highest dose re-replication activation, actives largely listed as activators | hit rate 1.8% among 340,000 | SW480 DNA re-replication, Hoechst DNA content imaging, 48 h; note: potency is the fitted concentration of half-maximal effect; % of control where 0% means no effect; nearly all actives have a fitted effect of over 55% in size
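Treated cells incubate 48 hr (37 C, 5% CO2), are stained 40 min with Hoechst, and nuclear fluorescence is enumerated; a rise in nuclei with high DNA signal marks re-replication.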
MCF10A rereplic: inducers of DNA re-replication in MCF 10A breast cells | Potency, µM (doses to about 46.1 µM), for inactives: at the top dose activity, positive = re-replication, usual class: activators | hit rate 2.9% among 350,000 | MCF 10A DNA re-replication, Hoechst nuclear intensity, 48 h; note: potency is the fitted concentration of half-maximal effect; % of control where 0% means no effect; nearly all actives have a fitted effect of over 50% in size
HT1080-NT tox: kills 2HG-producing HT-1080-NT fibrosarcoma cells | hit rate 1.6% among 360,000 | HT-1080-NT fibrosarcoma viability, CellTiter-Glo ATP luminescence, 48 h | Potency, µM (top dose mostly 46.1 µM), inactives show top-dose activity, negative = less viability, actives largely listed as cytotoxic;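 note: NT is the 2HG producing partner of a matched IDH1 knockdown line; potency is the fitted concentration of half-maximal effect; 0% = DMSO-treated cells and -100% = media-only wells without cells; nearly all actives have a fitted effect of over 55% in size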
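Compounds were tested in concentration-response format on HT-1080-NT cells for 48 hours at 37 degrees C. Cell viability came from CellTiter-Glo luminescence; curves were classified by r2, response magnitude and activity.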
Active calls of the source: *; i = inactive; ? = inconclusive; nt = no result given; & = joins results of further samples; [ ] = dose if it differs, or a comment. Unless noted, calls come from the whole dose curve; as a rule, active = well fitted curve in the direction sought with a large enough effect; inconclusive = small, poorly fitted or top-dose-only effect, or another doubt; inactive = no such curve, though single readings can be large; an effect the other way counts as inactive or inconclusive. This is a random part of the collection; overall some 11% were active at least once.

SMILES	KB-3-1 cytotox	GLP1R cytotox	IL-1B inflam inh	HT1080 IDH1KD tx	KB-V1 MDR tox	DRD3 agonist	SW480 rereplic	MCF10A rereplic	HT1080-NT tox
CCc1nc2c(OCC(=O)c3ccc(Cl)cc3Cl)cccn2c1N(C=O)Cc1ccc(OC)cc1	-2%	1%	1	?	?	0	nt	nt	-28%
CNC(=O)c1ccccc1F	4%	69%[activator]	8	0%	12%	-5	-1%	5%	-2%
CNC(=O)c1c(NC(=O)c2ccc(S(=O)(=O)N3CC(C)OC(C)C3)cc2)sc2c1CCN(C(C)C)C2 (configuration not stated)	?	5%	i	0%	-1%	-6	-4%	?	-7%
CNC(=S)N1C2CCCC1CC(NC(=O)c1ccc(F)cc1)C2 (configuration not stated)	6%	-2%	4	0%	5%	-2	9%	-3%	-1%
Clc1ccc(CSc2ncnc3c2ncn3C2CCCCO2)cc1 (configuration not stated)	-6%	0%	-26	-29%	?	-2	-1%	?	-19%
Cn1c(NCCCO)nc2ccccc21	2%	4%	19	-9%	13%	0	-15%	-2%	0%
COc1cc(-c2nnc(COC(=O)c3cccn3C)o2)cc(OC)c1OC	27%	-6%	-7	0%	?	1	10%	4%	-2%
O=C(N/N=C/c1ccco1)c1cc(-c2cccc(Br)c2)nc2ccccc12	?	-2%	-10	?	?	3	13%	?	?
COc1ccc(CCNC(=O)Nc2ccc3c(c2)c(=O)n(C)n3Cc2ccc(F)cc2)cc1OC	0%	-6%	0	12%	5%	4	nt	nt	25%
O=C1CN=C(Nc2ccc(Cl)cc2)N1c1ccccc1	0%	11%	0	0%	-2%	-4	-3%	5%	-9%
Cc1ccc(CNC(=O)CN2C(=O)CCc3cc(S(=O)(=O)N4CCCCC4)ccc32)cc1	0%	5%	nt	nt	-3%	-29	nt	nt	nt
O=C(COC(=O)c1ccc2ncsc2c1)Nc1cccc(Cl)c1	nt	7%	-10	-1%	nt	-15	0%	25%	0%
CN(C)S(=O)(=O)c1ccc(C(=O)NCc2cccs2)cc1	0%	6%	-5	1%	-9%	-6	-19%	9%	6%
Cc1ccc(SCCN2CCC(O)CCC2=O)cc1 (configuration not stated)	0%&13%	1%	11	6%	0%&-2%	-14	15%	-5%	-2%
Cc1cccc(C(=O)Nc2cc3c(cc2N2CCCCC2)n(C)c(=O)n3C)c1	4%	-1%	nt	nt	11%	14	nt	nt	nt
Cc1c(Cl)cccc1NC(=O)c1ncn(-c2ccccc2)n1	1%	-2%	nt	nt	?	6	nt	nt	nt
COCCNC(=S)N/N=C(\C)c1cccc([N+](=O)[O-])c1	-1%	?	2	4%	-10%	-1	-1%	10%	7%
CC[C@H](C)/C=C(C)/C=C/C(=O)Cc1cc(O)c(C)c(O)c1C=O	0%	-5%	-10	-12%	?	8	-1%	?	-7%
COc1cc(C(=O)NCC(=O)N/N=C(/C)c2cccs2)cc(OC)c1OC	6%	-5%	26	9%	10%	2	-6%	1%	5%
Cc1nn(C)cc1CNC(=O)c1cccc(Cl)c1	2%	-7%	16	0%	14%	0	-7%	2%	14%[9.24 µM]
CN(CC(=O)Nc1c(Cl)cccc1Cl)C(=O)C1=COCCO1	-9%	-3%	1	-2%	-7%	-6	-2%	-2%	-8%
CSc1ccc(CN2CCC2(C)C(=O)NC2CCc3ccccc32)cc1 (configuration not stated)	-1%	7%	-1	?	-6%	5	nt	nt	?
CCOC(=O)C1(Cc2ccccc2)CCN(Cc2ccc3c(c2)OCCO3)CC1	2%	-8%	18	2%	-2%	-15	4%	-10%	11%
Cc1nc2cccnc2n1C1CCN(C(=O)Nc2ccccc2)CC1	6%	6%	nt	nt	23%	-1	nt	nt	nt
CCOC(=O)c1cccc(NC(=O)CN(c2ccc(C)cc2)S(=O)(=O)c2c(C)noc2C)c1	?	-15%	9	?	0%	3	-1%	?	-6%
Cc1cccc(N2C(=O)CC(SC(=Nc3ccccc3)Nc3ccccc3)C2=O)c1 (configuration not stated)	?	-12%	-22	-23%	18µM*	7	3%	23%	-17%
COCCCNC(=O)c1oc2ccc(S(=O)(=O)N(C)C3CCCCC3)cc2c1C	0%	0%	-8	-10%	?	-4	0%	14%	3%
O=C(Nc1cccc(C(F)(F)F)c1)c1cnc2n(c1=O)CCS2	-1%	-1%	-14	10%	7%	3	1%	2%	0%
O=C(CSC1=NCCS1)N1CCOCC1	-6%	-12%	13	7%	23%	3	0%	1%	21%
CC(=O)/C(N=Nc1cc(C)ccc1O)=C(\C)O	1%	?	-14	-7%	-15%	-2	-59%[inhibitor]	?	0%
COc1ccc2cc(C(=O)NCCCN3CCCC3=O)[nH]c2c1	-4%	14%	4	-1%	4%	0	-6%	14%	-3%
COc1ccc(C(=O)O/N=C(\N)c2ccccc2)cc1OC	?	?	-21	-30%	-6%	19	4%	11%	?
O=C(NCCc1ccc(Cl)cc1Cl)c1cccnc1	-27%	13%	7	0%	?	-12	-3%	-1%	6%
CC(C)C1N=C2c3ccccc3N=C(SCC(=O)NCc3ccc(F)cc3)N2C1=O (configuration not stated)	-2%	4%	nt	nt	13%	0	nt	nt	nt
COc1ccc2c(c1)c(=O)oc1c(C)c(OCc3cc(C(=O)O)oc3C)ccc12	18%	15%	?	-10%	?	-8	1%	3%	-22%
O=C(/C=C/c1cccc([N+](=O)[O-])c1)NCCN1C(=O)S/C(=C\c2ccc(F)cc2)C1=O	-10%	-7%	1	12%	?	-6	-12%	-2%	3%
COc1ccccc1CNC(=O)CCC(=O)N1Cc2ccccc2Oc2ncccc21	0%	-1%	nt	nt	1%	4	nt	nt	nt
Cc1ccc(-n2cc(C(=O)c3ccc(N4CCN(C)CC4)cc3)nn2)cc1Cl	4%	16%	5	2%	18%	4	-46%[inhibitor]	0.73µM*	11%
COCCNC(=O)c1c(C)cc(C)cc1C	14%	1%	0	3%	-1%	0	-2%	4%	11%
Cc1cc(C)c(NS(=O)(=O)c2c(C)noc2C)c(C)c1	4%	-38%	-10	4%	-1%	-5	-1%	-3%	2%
COc1ccccc1NC(=O)c1oc2ccccc2c1NC(=O)COc1ccccc1OC	0%	-4%	nt	nt	1%	-12	nt	nt	nt
CCC(=O)c1c[nH]c(C(=O)NCC2CCCO2)c1 (configuration not stated)	16%	5%	13	16%	-20%	8	-6%	6%	14%
COc1ccc(S(=O)(=O)N(C)[C@H]2C[C@H]3c4cc(N5CCN(C)CC5)ccc4CCN3C(=O)[C@H]2[C@H](C)O)cc1	10%	-2%	-3	-1%	-7%	-2	nt	nt	0%
Cc1ccc(S(=O)(=O)NC(=O)C2(C)CCN2C(=O)c2ccccc2CCc2ccccc2)nc1 (configuration not stated)	0%	1%	25	11%	3%	-3	nt	nt	12%
N#Cc1c(Sc2ncc(C(F)(F)F)cc2Cl)nsc1C/C=N\OCc1c(F)cccc1Cl	-2%	-2%	-10	-2%	15%	-3	-4%[9.22 µM]	?	-2%
N#CCCN(Cc1cccnc1)C(=S)NC(=O)c1ccco1	0%	9%	-3	15%	5%	17	-5%	3%	6%
Cc1onc(-c2c(Cl)cccc2Cl)c1C(=O)N1CCc2ccccc21	?	5%	9	-27%	?	21	25%	?	-28%
Cc1ccc(C(C#N)c2ccc(Cl)nn2)cc1 (configuration not stated)	0%	-1%	?	7%	-10%	0	2%	-49%[inhibitor]	1%

An excerpt from above in order of heavy-atom count, smallest number first.
SMILES	KB-3-1 cytotox	GLP1R cytotox	IL-1B inflam inh	HT1080 IDH1KD tx	KB-V1 MDR tox	DRD3 agonist	SW480 rereplic	MCF10A rereplic	HT1080-NT tox
N#CCCN(Cc1cccnc1)C(=S)NC(=O)c1ccco1	0%	9%	-3	15%	5%	17	-5%	3%	6%
Cc1ccc(-n2cc(C(=O)c3ccc(N4CCN(C)CC4)cc3)nn2)cc1Cl	4%	16%	5	2%	18%	4	-46%[inhibitor]	0.73µM*	11%
COc1ccc(S(=O)(=O)N(C)[C@H]2C[C@H]3c4cc(N5CCN(C)CC5)ccc4CCN3C(=O)[C@H]2[C@H](C)O)cc1	10%	-2%	-3	-1%	-7%	-2	nt	nt	0%

Carrying on.
SMILES	KB-3-1 cytotox	GLP1R cytotox	IL-1B inflam inh	HT1080 IDH1KD tx	KB-V1 MDR tox	DRD3 agonist	SW480 rereplic	MCF10A rereplic	HT1080-NT tox
CCc1ccc(OCC(O)CN2CCCC2)cc1 (configuration not stated)	-7%	0%	4	19%	-1%	-5	-1%	-1%	10%
CCCOc1ccc(C2C(C(=O)/C=C/c3ccco3)=C(O)C(=O)N2CCN2CCOCC2)cc1OC (configuration not stated)	-14%	4%	-8	-9%	5%	3	-2%	2%	-11%
N#CCCn1cc(/C=N/NC(=O)c2ccncc2)c(-c2ccccc2)n1	2%	-2%	12	1%	?	3	-11%	4%	-1%
O=C1c2sc3nc4c(c(=O)n3c2C(=O)N1c1ccccc1)CCC4	?	-4%	?	2%	-18%	-8	-6%	-5%	1%
COc1ccc(NC(=O)n2ncc3c(C)cccc32)cc1OC	0%	-12%	?	0%	-6%	0	7%	-4%	3%
COc1ccc(-c2nc(CSCC(=O)NC3CCN(Cc4ccccc4)CC3)c(C)o2)cc1OC	0%	-9%	-7	-2%	-16%	-2	-2%	-1%	1%
CC(C)(C)c1ccc(C(=O)Nc2ccc(O)c3c(=O)cc(-c4cccc(Cl)c4)oc23)cc1	8%	5%	15	1%	0%	-12	1%	0%	8%
O=S1(=O)CC(O)C(Nc2ccc(Cl)cc2)C1 (configuration not stated)	7%	-1%	-3	-3%[9.24 µM]	-8%	-7	-4%	-3%	-3%
CC(C)C(=O)Nc1ccc(C(=O)c2ccccc2)cc1	4%	1%	-22	2%	13µM*	16	-7%	2%	6%
Oc1cc(-c2ccc(N3CCCCC3)nc2)cc2cccnc12	5.2µM*	nt	nt	nt	?	nt	0.82µM*	?	nt
CC(C)CCCNc1nc(N2CCOCC2)nc(N2CCOCC2)n1	-12%	1%	-1	0%	-21%	3	-13%	-8%	-2%
Clc1ccc(Cn2cnc3ccccc32)cc1	?	6%	-26	?	-8%	-1	1%	6%	-26%
